# Compound activity as filed in PubChem.
# Gal4-VP16 FLuc = VP16 counterscreen qHTS for inhibitors of ROR gamma transcriptional activity; Drosophila S2 Gal4-VP16 UAS-luciferase, luminescence, 20 h; Potency, µM (highest dose often 53.6 µM), inactives show at the highest dose activity, negative = inhibition, actives largely listed as inhibitors; 3.5% of 310,000 active; AID 2546, 2010;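 also: Gal4-VP16 expression switched on by copper sulfate through the metallothionein promoter; potency is read from the fitted curve at half-maximal effect; % is scaled to controls: 0 for no effect and ±100 for the full control effect; nearly all actives have a fitted effect of over 50% in size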
# FLuc modulator = qHTS profiling assay for firefly luciferase inhibitor/activator using purifed enzyme and Km concentrations of substrates (counterscreen for miR-21 project) | purified FLuc, Km substrates, luminescence inhibition | AID 588342, 2011 | Potency, µM (top dose mostly 57.5 µM), for the others: at the top dose activity change, negative = inhibition, usual class: inhibitors | 6.9% of 360,000 active;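 also: potency is read from the fitted curve at half-maximal effect; plate controls were vehicle for no effect and reference inhibitor for full effect; nearly all actives have a fitted effect of over 55% in size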
# Target sequence (P08659 whole entry, looked up): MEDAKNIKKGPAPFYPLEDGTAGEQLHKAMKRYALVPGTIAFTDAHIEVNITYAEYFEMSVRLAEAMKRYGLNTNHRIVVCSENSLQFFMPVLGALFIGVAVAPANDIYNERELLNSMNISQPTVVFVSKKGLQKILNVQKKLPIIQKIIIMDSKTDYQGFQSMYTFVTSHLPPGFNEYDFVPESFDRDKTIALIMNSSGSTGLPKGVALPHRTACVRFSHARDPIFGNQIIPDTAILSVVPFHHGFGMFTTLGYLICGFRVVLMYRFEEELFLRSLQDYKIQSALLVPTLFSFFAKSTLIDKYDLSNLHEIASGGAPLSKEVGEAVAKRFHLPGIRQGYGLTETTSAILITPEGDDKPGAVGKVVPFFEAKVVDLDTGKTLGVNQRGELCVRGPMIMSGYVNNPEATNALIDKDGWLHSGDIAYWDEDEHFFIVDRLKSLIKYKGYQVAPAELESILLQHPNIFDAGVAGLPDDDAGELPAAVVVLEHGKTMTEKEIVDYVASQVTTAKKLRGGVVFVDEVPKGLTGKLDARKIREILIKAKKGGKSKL
#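 Biochemical qHTS of compounds, final roughly 60 µM downward over six points, against 10 nM purified firefly luciferase using Km concentrations of substrates (10 uM D-luciferin, 10 uM ATP) in Tris acetate pH 7.5 buffer; luminescence output.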
# Rab9 prom act = qHTS Assay for Rab9 Promoter Activators; Potency, µM (highest dose often 9.22 µM), for inactives: at the highest dose activation, negative = inhibition, most hits filed as activators; 2.8% of 320,000 active; Huh7 Rab9 promoter-luciferase reporter, luminescence, 24 h; AID 485297, 2010; also: potency is read from the fitted curve at half-maximal effect; % of control where 0% means no effect; nearly all actives have a fitted effect of over 60% in size
#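 Huh7 cells stably carrying Rab9 promoter–luciferase reporter, plated 1500 cells/well, compound added after 2 h and incubated 24 h at 37 °C; luciferase luminescence then read after 10 min with detection reagent.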
# KCNH2 3.1 block = qHTS for Inhibitors of KCHN2 3.1: Mutant qHTS | 0.95% of 340,000 active | AID 720553, 2013 | activity change, % (tested at about 1.8 µM) | U2OS KCNH2 3.1, thallium flux FluxOr; stronger effect = lower value | Potassium voltage-gated channel subfamily H member 2, brain isoform KCNH2 3.1 (human);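 active = maximum activity change below -70%; inconclusive = maximum activity change from -70% to -50%; inactive = maximum activity change above -50%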;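 also: thallium influx rate constant from kinetic fluorescence after stimulation buffer; % is scaled to controls: 0 for no effect and ±100 for the full control effect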
#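 Measured as rate of thallium-driven FluxOr signal in transduced U2OS cells carrying the 3.1 channel, read kinetically for 2 min upon stimulation; values are rate constants scaled to DMSO control wells.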
# NPC1 promoter act = qHTS Assay for NPC1 Promoter Activators | Huh7 NPC1 promoter luciferase reporter, 24 h | Potency, µM (highest dose often 9.22 µM), for inactives: top-dose activation, usual class: activators | 2.4% of 320,000 active | AID 485313, 2010;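 also: potency is read from the fitted curve at half-maximal effect; % of control where 0% means no effect; nearly all actives have a fitted effect of over 60% in size; reporter is driven by a mutant NPC1 promoter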
#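 In 1536-well qHTS, Huh7 cells harboring an NPC1 promoter–luciferase construct received compound for 24 h; activation was quantified by luminescence following luciferase reagent addition.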
# uPA surface inh = qHTS for Inhibitors of Cell Surface uPA Generation; cell surface uPA generation assay, qHTS; Potency, µM (titrated, usually from 38.3 µM), for inactives: at the top dose activity change, negative = inhibition, actives largely listed as inhibitors; 0.31% of 330,000 active; active = well fitted inhibition curve with a large enough effect; inconclusive = small, poorly fitted or top-dose-only effect; inactive = no such curve, though single readings can be large or run the other way; tested in mouse RAW 264.7 cells; also: potency is read from the fitted curve at half-maximal effect; % is scaled to controls: 0 for no effect and ±100 for the full control effect; nearly all actives have a fitted effect of over 55% in size
# Coupling enz = qHTS Assay for Inhibitors of Fructose-1,6-bisphosphate Aldolase from Giardia Lamblia: Coupling assay counterscreen; AID 2472, 2010; coupling enzyme system counterscreen, AmpLite Red fluorescence; 0.67% of 290,000 active; activity change, negative = inhibition, % at 58.2 µM, hits read low; in the data active = activity change below about -30%; also: % is scaled to controls: 0 for no effect and ±100 for the full control effect
#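 Counterscreen of the coupled detection system alone, without aldolase: glyceraldehyde-3-phosphate coupling enzymes plus AmpLite Red readout. Compounds at 57.5 uM final, 10 min RT preincubation, 20 min RT reaction, fluorescence 525/598 nm.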
# Giardia kill = Small Molecules that selectively kill Giardia lamblia: qHTS; Giardia lamblia trophozoite viability; activity change, % at 7.66 µM, hits read low; 0.15% of 340,000 active; AID 540267, 2011; in the data active = activity change below about -80%; inconclusive = between about -30% and that limit;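 also: parasites exposed to compound for two days anaerobically before the ATP read; % is scaled to controls: 0 for no effect and ±100 for the full control effect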
#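 Luminescent ATP signal served as the viability read-out, measured 15-30 min after adding ATP detection reagent to trophozoites that had been incubated with compounds for 48 hrs at 37 deg C anaerobically at 100 cells/well.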
# ELG1 genotox = qHTS screen for small molecules that induce genotoxicity in human embryonic kidney (HEK293T) cells expressing luciferase-tagged ELG1 | HEK293T ELG1-luciferase reporter, luminescence, 16 h | Potency, µM (titrated, usually from 46 µM), without a hit: at the highest dose activity change, positive = activation, usual class: activators | 1.3% of 330,000 active | AID 504466, 2011; also: potency is read from the fitted curve at half-maximal effect; % of control where 0% means no effect; nearly all actives have a fitted effect of over 60% in size
#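 HEK293T cells expressing luciferase-tagged ELG1 were exposed to compound or DMSO vehicle for 16 hr at 37 °C and 5% CO2. Luciferase activity was then measured with ONE-Glo after 30 min at room temperature.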
# RORg inh = qHTS for inhibitors of ROR gamma transcriptional activity. Drosophila S2 Gal4-RORgamma UAS-luciferase reporter, 20 h. Potency, µM (titrated, usually from 53.6 µM), for the others: top-dose activity change, negative = inhibition, actives largely listed as inhibitors. 5.4% of 310,000 active; also: potency is read from the fitted curve at half-maximal effect; % is scaled to controls: 0 for no effect and ±100 for the full control effect; nearly all actives have a fitted effect of over 60% in size
#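 Read-out: Photinus luciferase luminescence; inhibitors lower reporter signal. Insect Schneider cells with Gal4-ROR gamma fusion under metallothionein promoter, UAS reporter; 700 uM final copper sulfate induction, 20 hr, ambient temperature.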
# Tb PFK inh = qHTS Assay to Find Inhibitors of T. brucei phosphofructokinase; T. brucei PFK, ADP-Glo luminescence; Potency, µM (titrated, usually from 57.5 µM), for inactives: at the highest dose activity, negative = inhibition, actives largely listed as inhibitors; 0.17% of 330,000 active;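 also: potency is read from the fitted curve at half-maximal effect; 0% = uninhibited 1x PFK enzyme wells and -100% = no-enzyme wells; nearly all actives have a fitted effect of over 60% in size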
# Target sequence (O15648 whole entry, looked up): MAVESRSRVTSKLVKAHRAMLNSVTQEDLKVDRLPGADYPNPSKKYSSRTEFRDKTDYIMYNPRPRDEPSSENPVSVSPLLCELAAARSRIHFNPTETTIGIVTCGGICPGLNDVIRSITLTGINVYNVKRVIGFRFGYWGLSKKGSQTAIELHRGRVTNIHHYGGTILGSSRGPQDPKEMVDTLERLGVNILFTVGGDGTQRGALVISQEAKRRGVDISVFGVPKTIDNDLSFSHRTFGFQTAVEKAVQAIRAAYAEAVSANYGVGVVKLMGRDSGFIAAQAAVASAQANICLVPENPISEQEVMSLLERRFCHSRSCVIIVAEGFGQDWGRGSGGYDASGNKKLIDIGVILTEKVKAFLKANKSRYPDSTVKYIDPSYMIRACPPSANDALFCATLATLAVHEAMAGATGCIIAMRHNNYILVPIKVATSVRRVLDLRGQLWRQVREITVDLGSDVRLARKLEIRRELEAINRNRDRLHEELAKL
#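 Activity is normalized to no-enzyme wells (full inhibition) and 1.25 nM enzyme wells (no inhibition). Reaction: 0.5 mM F6P, 0.1 mM ATP, 45 min RT, ADP-Glo luminescence; concentration-response curves fitted and classed by quality.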
# Active calls of the source: *; ? = inconclusive; nt = no result given; & = joins results of further samples; [ ] = remark or other dose. Unless noted, calls follow the shape of the dose curve; as a rule, active = well fitted curve in the direction sought with a large enough effect; inconclusive = small, poorly fitted or top-dose-only effect, or another doubt; inactive = no such curve, though single readings can be large; an effect the other way counts as inactive or inconclusive.
SMILES,Gal4-VP16 FLuc,FLuc modulator,Rab9 prom act,KCNH2 3.1 block,NPC1 promoter act,uPA surface inh,Coupling enz,Giardia kill,ELG1 genotox,RORg inh,Tb PFK inh
CCOc1ccc(-c2cc(CCCC(=O)NCCC(C)C)no2)cc1,?,6µM*,25%,nt,17%,0%,1,-17,4%,-28%,-4%
Cc1ccc(C)c(N2CCN(C(=O)Nc3ccc4c(c3)N(C)C(=O)CS4)CC2)c1,?,?,-17%,-3,-22%,?,0,5,-11%,18%,-1%
COc1cc(NC(=O)c2cc(=O)[nH]c3ccc(S(=O)(=O)N4CCOCC4)cc23)cc(OC)c1,nt,11%,-3%,6,1%,13%,nt,-26,1%,nt,-1%
Cc1ccc(NC(=S)N(CCN(C)C)Cc2cc3cc(C)ccc3[nH]c2=O)cc1,3%,1%,-3%,-9,-7%,-5%,0,-21,-2%,5%,-3%
CN(CC(=O)Nc1ccccc1Cl)C(=O)c1ccc(N2C(=O)CCC2=O)cc1,nt,2%,1%,-18,-2%,0%,nt,-16,-1%,nt,2%
COCC(C)NC(C(=O)Nc1cccc(C(C)=O)c1)c1ccccc1 (stereo unspecified),-8%,1%,5%,-15,2%,0%,1,-2,0%,-1%,2%
COc1cccc(CN2CC(C(=O)NCCn3cccn3)CCC2=O)c1 (stereo unspecified),-1%,2%,2%,-15,0%,-3%,nt,-1,2%,-5%,0%
O=C(COC(=O)c1ccccc1C(=O)c1ccc(Cl)c([N+](=O)[O-])c1)NC1CCCCCC1,?,-1%,-21%,22,-24%,nt,1,-3,13%,4.5µM*,-1%
O=C(Nc1cccnc1)c1cc(-c2ccc3c(c2)OCO3)on1,5%,0.48µM*,5%,-13,5%,nt,2,?,?,16%,-3%
Cc1ccc(Cn2nc3c(cc2=O)CCc2ccccc2-3)cc1,-4%,-11%,-8%,-8,-2%,4%,1,-24,1%,3%,1%
Cc1cccc(C)c1OC(=O)CSc1nnc(-c2ccccc2)o1,?,3%,6%,0,-1%,-1%,-1,?,2%,?,1%
CC(C)(C)C(C(=O)n1cccc1C#N)c1ccccc1 (stereo unspecified),nt,0%,-3%,22,-1%,-4%,nt,-22,1%,nt,-4%
Cc1nn(CC(=O)OCC(=O)c2ccc(OC(F)F)cc2)c(C)c1[N+](=O)[O-],nt,5%,-3%,-43,-5%,-12%,nt,-2,0%,nt,-1%
CCc1cc2cccc(C)c2nc1SCC(=O)N1CCN(C(=O)c2ccco2)CC1,1%,-1%,11%,-9,-1%,-9%,3,6,-1%,-30%,2%
COc1ccc(N=CC2=C(O)CCCC2=O)cc1,2%,?,15%,1,1%,-7%,-1,-5,?,24%,6%
O=c1[nH]cnc2c1c(-c1ccccc1)cn2-c1ccc(F)cc1,-9%,-3%,-12%,-5,2%,-7%,-1,1,4%,18%,?
CC(=O)c1ccc(NC(=O)c2cnsn2)cc1,-12%,12µM*,1µM*,17,2µM*,3%,4,-2,?,10%,0%
CC(OCC(O)CN1CCCCC1CCO)c1ccc(Cl)cc1 (stereo unspecified),-6%,3%,7%,-4,2%,-1%,-1,-4,-1%,?,-1%
COc1ccc(C(=O)Cc2cc(OC)c(OC)cc2C(=O)c2ccccc2F)cc1OC,22%,2%,-8%,6,-4%,-8%,-3,3,-3%,37%,5%
Cc1ccccc1Nc1nc(N)nc(COC(=O)C(NC(=O)c2ccco2)C(C)C)n1 (stereo unspecified),9%,3%,2%,7,1%,nt,2,2,-2%,5%,7%
CN=C1c2ccccc2CN1c1cccc(C(=O)OC)c1,-4%,-12%,24%,-8,7%,0%,0,3,5%,1%,-2%
COc1ccc(CN2C(=O)[C@@H]3C(c4ccc(F)cc4)=NO[C@@H]3C2=O)cc1,-7%,-1%,-6%,1,-2%,0%,-1,-8,-2%,4%,3%
Cc1cc(C(=O)Nc2ccc(F)c(Cl)c2)on1,27%,-14%,2%,1,-1%,0%,-2,7,3%,-10%,-9%
CN1CCCC(OC(=O)/C(C#N)=C/c2ccccc2)C1 (stereo unspecified),-10%,0%,-3%,5,-5%,2%,0,-2,-3%,31%,-3%
COc1cc2ccc(=O)oc2c(O)c1OCC=C(C)C,15%&-11%,?,6%,-11,0%,-4%,0&-2,-15,?,-5%&-14%,-2%
O=C(c1cnc2c(c1)COc1ccc(Cl)cc1-2)c1ccccc1O,-13%,-12%&0%,2%,-5,-2%,-9%,2,4,3%,9%,1%
C[C@@H]1CN([C@@H](C)CO)C(=O)Cc2cc(NC(=O)Nc3ccc(F)cc3)ccc2O[C@@H]1CN(C)Cc1ccc(Cl)c(Cl)c1,nt,nt,nt,8,nt,?,nt,-7,-1%,nt,0%
O=C(c1cccc(NS(=O)(=O)c2ccc(F)c(F)c2)c1)N1CCCCC1,nt,-3%,0%,-21,-2%,2%,nt,2,1%,nt,0%
COC(=O)Nc1cccn(Cc2c(Cl)cccc2Cl)c1=O,-9%,?,3%,3,-2%,-6%,-8,5,-2%,23%,-3%
CN(CC(=O)Nc1ccc(F)c(F)c1F)C(=O)CCCSc1nc2ccccc2[nH]1,nt,-2%,8%,10,0%,9%,nt,12,3%,nt,8%
CN(C(=O)COC(=O)CNC(=O)CNC(=O)c1ccc(Cl)cc1Cl)c1ccccc1,3%,4%,-4%,7,-1%,-10%,10,0,1%,1%,-2%
CCCC(=O)Nc1ccc2c(c1)nc(CN1CCCCC1)n2C,-5%,3%,3%,0,0%,1%,-1,-12,1%,-3%,0%
COc1cc(C2Nc3cccc4cccc(c34)N2)ccc1O,-20%,13µM*,18%,2,?,2%,-7,-13,-2%,?,0%
O=C(NCCS(=O)(=O)N1CCN(c2ccccc2)CC1)c1cccc(F)c1,nt,0%,1%,-9,-4%,1%,nt,-4,9%,nt,0%
CCOC(=O)C(Cc1ccc(NC(=O)/C(=C\c2ccccc2)NC(=O)c2ccccc2)cc1)N1C(=O)c2ccccc2C1=O (stereo unspecified),-4%,1%,0%,-4,-5%,4%,2,8,-7%,11%[10 µM],2%
Cc1cc(C)c(C#N)c(SCc2ccccc2)n1,-4%,0%,-3%,9,0%,-3%,-3,-11,3%,64%,-1%
CN(C)C(CNC(=O)C1CCCN1C(=O)c1cccs1)c1ccccc1 (stereo unspecified),nt,nt,nt,2,nt,1%,nt,4,8%,nt,2%
CCSc1ccccc1C(=O)NCc1ccco1,5%,-1%,7%,-2,1%,nt,1,-3,-5%,-14%,-3%
COc1cc(OC)c(OC)cc1CNCCNC(=O)c1ccco1,6%,1%,3%,12,-1%,0%,0,8,1%,-8%,-5%
Cc1ccc(NC(=O)C2OCCc3ccccc32)cc1C (stereo unspecified),27%,15µM*,?,12,24%,-16%,0,-17,?,16%,14%
CC(CSc1nnnn1-c1ccccc1)Cn1c(N2CCCC2)nc2c1c(=O)[nH]c(=O)n2C (stereo unspecified),-1%,4%,-6%,-12,1%,-7%,0,?,0%,39%,0%
COc1cc([N+](=O)[O-])ccc1NC(=O)C[n+]1cccc(C)c1,-10%,1%,0%,-3,0%,1%,1,-7,0%,0%,-4%
COc1ccc(NC(C)=O)cc1NC(C)C(=O)Nc1ccc(S(=O)(=O)N2CCCCC2)cc1 (stereo unspecified),nt,4%,-6%,-12,-5%,3.2µM*,nt,10,0%,nt,-1%
CCCCN(C(=O)c1ccccc1Br)C1CCS(=O)(=O)C1 (stereo unspecified),nt,-2%,1%,2,0%,2%,nt,12,0%,nt,-3%
Fc1cccc(CCN2C(=S)NC[C@@H]2CC2CCCCC2)c1,6.3µM*,2%,-6%,6,0%,6%,2,?,-7%,2µM*,4%
Cc1ccc(NC(=O)CNCc2cccs2)cc1Br,8%,?,10%,16,18%,-1%,2,-12,6%,4%,-10%
Nn1c(SCC(=O)Nc2cccc(Br)c2)nnc1C1CC1,nt,nt,nt,8,nt,7%,nt,3,0%,nt,0%
CCCOc1ccc(C(=O)NCCc2ccccc2)cc1,14µM*,1.1µM*,0.45µM*,nt,0.45µM*,-12%,0,-22,?,11µM*,-3%
O=C(NCC1CCCO1)c1ccccc1S(=O)(=O)c1ccc([N+](=O)[O-])cc1 (stereo unspecified),1%,3%,-7%,-2,0%,1%,1,4,0%,-12%,2%
